Epigenetic reg = Quantitative High-Throughput Screen for Regulators of Epigenetic Control; AID 1865, 2009; actives 0.2% (n = 280,000); Potency, µM (highest dose often 53.9 µM), for the others: top-dose GFP activation, usual class: activators; murine LDR cells, GFP reporter derepression, 30 h; active = well fitted activation curve with a large enough effect; inconclusive = small, poorly fitted or top-dose-only effect; note: % of control where 0% means no effect; nearly all actives have a fitted effect of over 60% in size
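Murine LDR cells carrying a silenced, genomically integrated CMV-driven GFP reporter were exposed to compound for 30 hours at 37 C. After PBS washes, GFP-positive cells (20–120 um objects) were counted by laser-scanning microplate cytometry.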
Numbers without * were called inactive; ? = inconclusive. Potency is the fitted concentration of half-maximal effect. An excerpt; the hit share may differ from the screen's.

no.	canonical_smiles	Epigenetic reg
1	Cc1ccc(-c2ccc(=O)n(CC(=O)Nc3ccc(C)cc3Cl)n2)cc1	1.1%
2	Cc1ccccc1NC(=O)c1ccc2c(c1)c(C)c(C)n2Cc1ccccc1	-3.9%
3	CCOC(=O)Cn1c(=O)cc(C)c2c(C)nn(-c3cccc(F)c3)c21	0.0%
4	Cc1ccc(-c2nnc3c4ccccc4c(C)nn23)cc1NC(=O)c1ccccc1Cl	-1.0%
5	CCOc1ccccc1NC(=O)c1nnn(CC(=O)Nc2ccccc2CC)c1N	0.0%
6	COc1cccc(CNC(=O)c2nn(-c3ccc(C)cc3)c(=O)c3c2c2ccccc2n3C)c1	-1.6%
7	CCc1ccc(OCC(=O)Nc2ccc3c(c2)c2ccccc2n3CC)c(Br)c1	0.4%
8	CCOc1ccc(C2C(C(=O)Nc3ccccc3C)=C(C)Nc3nnnn32)cc1 (centres undefined)	2.9%
9	Cc1ccc(-c2nc(CSc3nnc(C)n4c3cc3occc34)c(C)o2)cc1	7.9%
10	COc1cc(-c2noc(-c3ccc(NCc4cccnc4)c([N+](=O)[O-])c3)n2)cc(OC)c1OC	1.6%
11	COc1ccc(C)cc1NCc1nnc2n1CCCCC2	-3.8%
12	O=C(Nc1ccc2nn(-c3ccc(F)cc3)nc2c1)c1cccc2c(Cl)cccc12	2.2%
13	COc1ccc(Cn2c(C(=O)O)c(CNCc3ccc(SC)cc3)c3ccc(OC)cc32)cc1	-2.4%
14	CC1CCN(S(=O)(=O)c2cn(CC(=O)Nc3ccc(F)cc3)c(=O)c3ccccc23)CC1	0.0%
15	COc1cccc2c1cc1c(=O)n(CC(=O)N3CCN(c4cccc(Cl)c4)CC3)nc(C)n12	0.0%
16	Cc1ccc(C)c(NC(=O)c2ccc3c(c2)CCCN3S(C)(=O)=O)c1	7.6%
17	Cc1noc(Cn2c(=O)c3ccccc3n(CC(=O)Nc3cc(Cl)ccc3C)c2=O)n1	0.9%
18	Cc1cc(C)n2nc(CNC(=O)c3cccc(Cl)c3)nc2n1	-2.3%
19	CCN(CC)c1ccc(C2C(C(=O)Nc3ccccc3C)=C(C)Nc3ncnn32)cc1 (centres undefined)	0.0%
20	O=C(NCc1ccccc1Br)c1ccc2c(c1)nc1n2CCOC1	-3.3%
21	CCc1ccc(NC(=O)NCCc2c(C)nn(C)c2C)cc1	0.0%
22	Cc1ccc(C)c(NC(=O)CCCN2C(=O)C(c3ccccc3)Oc3cccnc32)c1 (centres undefined)	1.3%
23	COc1ccc(C)cc1NC(=O)CCn1nc(C)cc1C	0.8%
24	COc1ccccc1N(CC(=O)Nc1cc(C)cc(C)c1)S(C)(=O)=O	-0.7%
25	O=C(Cn1ccn(-c2ccc(F)cc2)c(=O)c1=O)Nc1ccccc1C(F)(F)F	1.4%
26	CCOc1ccc(N2CC(NC(=O)c3ccc(Cl)cc3)CC2=O)cc1 (centres undefined)	5.6%
27	Cc1ccc(S(=O)(=O)N2CCC(c3nnc(-c4cccc(C)c4)o3)CC2)cc1	?
28	COc1ccccc1CNC(=O)CCS(=O)(=O)c1ccc2c(c1)oc(=O)n2C	0.0%
29	CC(C)(C)OC(=O)N1CCC(c2c(C(=O)NCCN3CCC(Cc4ccccc4)CC3)cnn2-c2ccccc2)CC1	-1.3%
30	Cc1cccc(C)c1-n1ncc(C(=O)N2CCN(c3ncccn3)CC2)c1C1CCN(C(=O)OC(C)(C)C)CC1	-0.4%
31	COc1cc(NC(=O)c2cc3ccccn3n2)cc(OC)c1OC	-0.8%
32	CCc1ccc(OCC(=O)NC(Cc2c[nH]c3ccccc23)C(=O)O)cc1 (centres undefined)	0.3%
33	CCOC(=O)c1c(C)oc2nc(C)nc(NCCc3ccc(SC)cc3)c12	10.1%
34	COc1cccc(N2CCN(C(=O)c3cnn(-c4ccc(C)cc4C)c3C3CCN(C(=O)OC(C)(C)C)CC3)CC2)c1	-1.3%
35	CC(C)(C)OC(=O)N1CCC(c2c(C(=O)N3CCCCC3)cnn2-c2ccc(F)cc2)CC1	-0.4%
36	Cc1ccc(C)c(N2CCN(C(=O)C3CCCN(Cc4nc(-c5cccc(Cl)c5)oc4C)C3)CC2)c1 (centres undefined)	-1.1%
37	COc1ccc(-c2noc(CNC(=O)c3ccccc3Br)n2)cc1	0.0%
38	O=C(O)Cn1c(-c2cccs2)cc2cc(Cl)ccc21	-4.0%
39	CCc1ccc(-n2c(SCc3cccc(F)c3)nc3[nH]ncc3c2=O)cc1	-1.1%
40	Cc1ccc(-n2ncc3c(NCCC4=CCCCC4)ncnc32)cc1C	3.7%

3 compounds already listed, ordered by the value under Epigenetic reg, smallest number first:
no.	canonical_smiles	Epigenetic reg
38	O=C(O)Cn1c(-c2cccs2)cc2cc(Cl)ccc21	-4.0%
36	Cc1ccc(C)c(N2CCN(C(=O)C3CCCN(Cc4nc(-c5cccc(Cl)c5)oc4C)C3)CC2)c1 (centres undefined)	-1.1%
25	O=C(Cn1ccn(-c2ccc(F)cc2)c(=O)c1=O)Nc1ccccc1C(F)(F)F	1.4%

In the list so far, these contain an aryl thioether with sulfur outside any ring:
no.	canonical_smiles	Epigenetic reg
9	Cc1ccc(-c2nc(CSc3nnc(C)n4c3cc3occc34)c(C)o2)cc1	7.9%
13	COc1ccc(Cn2c(C(=O)O)c(CNCc3ccc(SC)cc3)c3ccc(OC)cc32)cc1	-2.4%
33	CCOC(=O)c1c(C)oc2nc(C)nc(NCCc3ccc(SC)cc3)c12	10.1%
39	CCc1ccc(-n2c(SCc3cccc(F)c3)nc3[nH]ncc3c2=O)cc1	-1.1%

Following part
no.	canonical_smiles	Epigenetic reg
41	CN(C(=O)Cn1nnc(-c2ccc(S(C)(=O)=O)cc2)n1)c1ccccc1	2.2%
42	COc1ccc(NC(=O)Cn2nnc(C(=O)Nc3ccc(C)c(F)c3)c2N)cc1Cl	2.1%
43	Cc1cccc(NC(=O)c2oc3ccccc3c2NC(=O)Cc2coc3c(C)c(C)ccc23)c1	-0.8%
44	COC(=O)Cc1c(C)nc2nc(NCc3ccc(Br)cc3)[nH]n2c1=O	0.0%
45	COc1ccccc1CNC(=O)NCc1noc2ccc(C)cc12	0.5%
46	COc1cc2c(cc1OC)C(c1ccc(Cl)cc1)N(c1ccc(C)c(F)c1)C(=O)C2 (centres undefined)	-1.9%
47	COc1ccc(OC)c(NC(=O)C2CCCN(S(=O)(=O)c3ccc4[nH]c(=O)ccc4c3)C2)c1 (centres undefined)	4.9%
48	O=C(NC1CCCCC1)c1ccc(CSc2nc3ccncc3n2Cc2cccc(F)c2)cc1	0.0%
49	CCN(CC)c1cc(C)c2cc(NC(=O)c3ccccc3Cl)ccc2n1	3.8%
50	CCOc1ccc(Nc2cc(C)nc3nc(Cc4ccc(Cl)cc4)nn23)cc1	?
51	COc1cccc(NC(=O)c2c(C)nn(-c3cccc(C)c3)c2-n2cccc2)c1	-4.6%
52	COc1ccc(CCNC(=O)Cn2c(=O)nc(-c3ccccc3)c3cc(Cl)ccc32)cc1OC	2.1%
53	CC(=O)c1cccc(N(C(=O)Cn2nnc3ccccc32)C(C(=O)NCc2ccccc2)c2ccc(F)cc2)c1 (centres undefined)	4.0%
54	COc1ccc(-c2noc(CN(C(=O)c3cc(OC)c(OC)cc3OC)C(C)C)n2)cc1	0.0%
55	COc1ccc(NC(=O)Cn2c(=O)n(Cc3ccccc3)c(=O)c3oc4ccccc4c32)cc1Cl	1.3%
56	COc1ccc(OCCn2nnc3sc4c(c3c2=O)CCCC4)cc1	?
57	COc1ccc(-c2cc(C(=O)Nc3c(C)nn(Cc4ccccc4C)c3C)no2)cc1	-0.9%
58	Nc1nc(Nc2cccc(C(F)(F)F)c2)sc1C(=O)c1ccccc1	1.2%
59	Cc1cccc(NC(=O)c2ccc(-c3ccccc3)s2)c1	0.0%
60	Cc1ccc(-n2ncc3c(Nc4ccc5c(c4)OCCO5)ncnc32)cc1Cl	1.8%
61	CC1=C(c2ccc(F)cc2)S(=O)(=O)N=C1N1CCC(C(=O)NCCc2ccccc2C)CC1	0.8%
62	COCc1nc2ccccc2n1Cc1ccc(C(C)(C)C)cc1	1.1%
63	Cc1cccc(C(=O)NC2(C(F)(F)F)N=C(c3ccccc3)N(C3CCCCC3)C2=O)c1 (centres undefined)	3.0%
64	O=C(NCCc1ccc(F)cc1)C(=O)NCC(c1cccs1)S(=O)(=O)c1ccc(F)cc1 (centres undefined)	0.9%
65	CCOC(=O)c1c(C)oc2ccc(N(C(=O)c3ccncc3)S(=O)(=O)c3ccc(F)cc3C)cc12	-1.0%
66	COc1cc(C(=O)Nc2sc3c(c2C#N)CCCC3)c(Br)c(OC)c1OC	-1.6%
67	Cc1ccc(Nc2nc3ccccc3c3nncn23)cc1C	1.7%
68	CCN(C(=O)Cn1cnc2c1c(=O)n(C)c(=O)n2C)c1ccccc1C	-1.6%
69	CCCOc1ccc(C(=O)Nc2cc3nn(-c4ccc(CC)cc4)nc3cc2C)cc1	0.8%
70	Cc1ccc(Cl)cc1N1CCN(C(=O)CCS(=O)(=O)c2cc(Br)cc3c2N(C(=O)C2CC2)CC3)CC1	-0.6%
71	CCOC(=O)c1cnc2ccc(C(=O)OC)cc2c1Nc1ccc(OCc2ccccc2Cl)cc1	-1.3%
72	COCCNC(=O)c1ccc(-n2c(-c3ccccc3)cc3c2CCC(C)C3)cc1 (centres undefined)	1.4%
73	CCN1CCN(c2cc(C)c3cc(NC(=O)c4cc(Br)ccc4Cl)ccc3n2)CC1	1.6%
74	CC(=O)N1CCc2cc(S(=O)(=O)NC(Cc3ccccc3)C(=O)Nc3cc(C)cc(C)c3)ccc21 (centres undefined)	-2.1%
75	Cc1ccccc1C(=O)Nc1ccc(C(=O)OCc2cc(=O)n3nc(C4CC4)sc3n2)cc1	-4.1%
76	Cc1cc(C)c(C(=O)Nc2ccccc2)c(SCC(=O)Nc2ccc(Br)cc2C)n1	3.2%
77	COc1ccc(N2CC(NC(=O)/C=C\c3ccc4c(c3)OCO4)CC2=O)cc1 (centres undefined)	-1.6%
78	Cc1nc2ccn(Cc3cccnc3)c(=O)c2cc1C(=O)Nc1ccc(F)cc1F	0.0%
79	COc1ccc(OC)c(-n2c3c(cc(-c4nc(-c5ccc(Cl)cc5)cs4)c2=O)C(=O)CC(C)(C)C3)c1	-0.7%
80	CC(C)c1nn2c(=O)cc(COC(=O)c3cccc(NC(=O)COc4ccc(F)cc4)c3)nc2s1	-3.5%
81	COC(=O)CCc1sc(Nc2ccc(OC)cc2)nc1-c1ccc(OC)cc1	3.7%
82	Cc1cc(C)c(NC(=O)CCc2c(C)nc3c(c(C)nn3C(C)(C)C)c2C)c(C)c1	10.0%
83	Cc1ccc(-c2nc3n(n2)C(=O)CC(c2ccc(C)cc2)S3)cc1 (centres undefined)	0.1%
84	CCOc1cc(C2c3c(oc4ccc(F)cc4c3=O)C(=O)N2Cc2ccco2)ccc1O (centres undefined)	-0.1%
85	COc1ccc2cc(CNc3ccc(C)cc3)c(=O)n(CC(=O)Nc3ccc(C)cc3Cl)c2c1	-4.5%
86	CCOc1ccc(C(=O)Nc2c(C(=O)Nc3ccccc3OC)oc3ccccc23)cc1OCC	3.5%
87	CCOc1ccc(NC(=O)CSc2cc(C)c3ccccc3n2)cc1	0.4%
88	CSc1ccc(C2c3[nH]c4ccccc4c3CCN2C(=O)CCc2ccccc2)cc1 (centres undefined)	0.1%
89	CCOc1ccc(-c2noc(CSc3nnc(Cc4ccccc4)n3-c3cccc(C)c3)n2)cc1	0.8%
90	CCCCCCOc1ccc(C2C(=O)N(C3CCCCC3)CC(=O)N2CCC)cc1 (centres undefined)	0.5%
91	Cc1cc(NC(=O)Cc2ccccc2)cc(-c2nc3ccccc3o2)c1O	-1.1%
92	Cc1ccc(NC(=O)c2nc(S(C)(=O)=O)ncc2N(Cc2cccc(F)c2)Cc2ccco2)cc1C	3.2%
93	O=C(Nc1ccc(OCc2cc(=O)n3ccccc3n2)cc1)c1ccccc1Cl	-0.1%
94	CN(c1ccccc1)C(CNS(=O)(=O)c1ccccc1)c1ccccc1 (centres undefined)	-4.0%
95	COc1ccc(CCNC(=O)c2cc3n(n2)CCCN(Cc2ccc(C)cc2)C3=O)cc1OC	0.3%
96	Cc1ccc(N2C(=O)CSC23C(=O)N(CC(=O)NCCc2ccccc2)c2ccccc23)cc1C (centres undefined)	-1.3%
97	O=C(Cn1ncc2c3ccccc3n(Cc3ccc(Cl)cc3)c2c1=O)NC1CCCCCC1	-2.9%
98	CCc1ccccc1NC(=O)CSc1ncc(S(=O)(=O)c2ccccc2)c(=O)[nH]1	0.0%
99	CCn1c(C(=O)NCc2ccc(C)cc2)cc2sc(Cl)cc21	1.1%
100	CCOC(=O)c1ccccc1NC(=O)CN1C(=O)CC(c2ccccc2)Sc2ccccc21 (centres undefined)	0.0%

As entered above.
Epigenetic reg, #93 reads -0.1%
Epigenetic reg, #83 reads 0.1%
Epigenetic reg, #86 reads 3.5%

The list continues.
no.	canonical_smiles	Epigenetic reg
101	CCOc1ccccc1NC(=O)Cn1c(=O)n(CCCCC(=O)NCCCOC)c(=O)c2ccccc21	-0.9%
102	CCOc1ccc(NC(=O)CSc2nc(=O)[nH]c3c2CCC3)cc1	5.2%
103	CSc1ccc(CNC(=O)c2ccc(NC(=O)c3nsc4ccccc34)cc2)cc1	13.8%
104	COc1ccc(NC(=O)c2c(C)oc3ccc(O)c(CN4CCCC4)c23)cc1Cl	0.8%
105	O=C(NC1CCCC1)c1ccc2c(c1)N(Cc1ccccc1F)C(=O)c1ccccc1S2	-1.1%
106	Cc1nn(-c2ccc(F)cc2)c(-n2cccc2)c1C(=O)NCCCN1CCN(c2cccc(Cl)c2)CC1	-1.6%
107	O=C(Nc1ccc(Br)cc1)c1cccc(C(=O)Nc2ccc(Br)cc2)c1	1.6%
108	Cc1ccc2nc(-c3ccc(NC(=O)Cc4ccccc4)cc3)sc2c1	-0.8%
109	COc1cccc(CNC(=O)CSc2nc(=O)[nH]c3c2CCCC3)c1	5.6%

Screening data from PubChem.
